# S1P4 agonist = agonists of human S1P4 receptor | AID 1509 | activation, % at 4.98 µM | hit rate 0.35% among 220,000 | O95977 | S1P4-expressing cell line, agonist reporter assay; in the data active = activation above about 11%;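 also: 0% = DMSO vehicle and 100% = reference agonist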
# BaF3 tox = parental Ba/F3 viability inhibition as JAK2V617F counter-screen. CellTiter-Glo ATP luminescence. inhibition, % at 5.6 µM. hit rate 1.1% among 220,000. AID 1486;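 active = inhibition above a per-campaign cutoff, the mean inhibition of all tested compounds plus 3 SD, cut at about 27% in these data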;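 also: 0% = DMSO wells and 100% = JAK Inhibitor I control wells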
# Wee1 stabilizer = blocks degradation of human Wee1 kinase; P30291; HeLa Luc-Wee1K328M stability, luciferase luminescence; 100% = proteasome inhibitor MG132 effect; reporter increase, % at 5 µM; hit rate 1.2% among 220,000;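 active = activation above the mean of all tested compounds plus 3 SD, set per screening run, cut at about 8.8% in these data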;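 also: cells exposed to compound for 20 h before luminescence read; 0% = DMSO alone and 100% = MG132 at 30 µM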
# Target sequence (P30291 whole entry K328M): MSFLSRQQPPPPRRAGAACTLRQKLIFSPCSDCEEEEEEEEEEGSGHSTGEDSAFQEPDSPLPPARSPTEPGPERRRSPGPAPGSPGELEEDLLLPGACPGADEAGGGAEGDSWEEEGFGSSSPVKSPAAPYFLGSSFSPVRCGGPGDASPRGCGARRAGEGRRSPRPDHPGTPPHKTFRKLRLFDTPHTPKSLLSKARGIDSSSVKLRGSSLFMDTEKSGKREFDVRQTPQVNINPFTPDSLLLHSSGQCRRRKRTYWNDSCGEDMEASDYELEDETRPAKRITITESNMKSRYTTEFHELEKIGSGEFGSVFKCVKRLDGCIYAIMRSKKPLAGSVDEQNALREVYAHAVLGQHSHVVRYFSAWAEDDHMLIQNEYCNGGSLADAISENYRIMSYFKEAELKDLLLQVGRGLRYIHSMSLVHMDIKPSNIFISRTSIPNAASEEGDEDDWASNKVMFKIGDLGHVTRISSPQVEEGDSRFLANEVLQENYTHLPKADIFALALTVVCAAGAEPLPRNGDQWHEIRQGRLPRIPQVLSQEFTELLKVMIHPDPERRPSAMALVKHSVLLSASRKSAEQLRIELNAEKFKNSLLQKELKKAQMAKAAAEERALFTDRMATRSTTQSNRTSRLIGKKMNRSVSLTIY
# NPY-Y2 PAM-ag = human NPY-Y2 potentiation or agonism, primary screen. cells expressing NPY-Y2, potentiator/agonist read-out. hit rate 0.45% among 220,000. activation, % at 3.6 µM. AID 1359; in the data active = activation above about 27%;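 also: cells stimulated with NPY near EC25 plus isoproterenol at EC100; 0% = vehicle plus submaximal agonist and 100% = vehicle plus saturating agonist; some results beyond the cut were filed as inactive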
# MDM2 E3 inh = blocks human Mdm2 ubiquitin ligase activity; Q00987; signal enhancement, % at 5 µM; hit rate 0.11% among 210,000; cell-based MDM2 ubiquitination luciferase reporter, 2 h; 0 = plate control, 100 = twice control, blank-subtracted;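 active = signal enhancement of 30% or more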;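 also: luminescence tracks abundance of the self-degrading MDM2-luciferase fusion protein; higher signal means inhibition of MDM2 E3 ligase activity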
#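 Assay system: mammalian cells stably expressing self-ubiquitinating, self-degrading MDM2 E3–luciferase fusion. Quantity: 2000 cells in each well. Medium: DMEM culture medium. Compound dosing: single-point 5 µM. Timing: cell settling 4 h, compound treatment 2 h, both 37 °C. Technique: luciferase luminescence. Read-out basis: percent signal gain over controls, blank-subtracted. Benchmarks: plate controls and plate blanks.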
# Ba/F3 V617F tox = lowers viability of Ba/F3 cells expressing EpoR and JAK2V617F; inhibition, % at 5.6 µM; ATP luminescence; hit rate 1.1% among 220,000;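 active = inhibition above the campaign mean plus 3 SD over all tested compounds, cut at about 24% in these data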;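 also: cytokine-independent growth of Ba/F3 cells driven by EpoR plus mutant JAK2; 0% = DMSO-treated cells and 100% = JAK inhibitor I control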
# PERK inhibitor = inhibitors of human PERK kinase | Q9NZJ5 | CHO PERK-DD fusion, SEAP luminescence translation reporter | inhibition, % at 5.6 µM | hit rate 0.17% among 220,000 | AID 1416;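 active = inhibition above the mean inhibition of all tested compounds plus 3 SD, set separately per screening campaign, cut at about 2.9% in these data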;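 also: PERK kinase domain activated by AP20187 dimerizer at 100 nM; 0% = DMSO with dimerizer and 100% = rapamycin at 8.4 µM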
# eIF4E-4G inh = inhibitors of eIF4E and eIF4G interaction in translation initiation. P63073+Q04637. inhibition, % at 21.7 µM. hit rate 0.37% among 220,000. TR-FRET eIF4E-eIF4GI(517-606) binding, 2 h;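 active = inhibition above about 30%, limit read from the data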;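 also: 0% = full FRET control wells and 100% = background wells lacking eIF4GI fragment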
# S1P4 antagonist = human S1P4 receptor antagonism. O95977. S1P4-expressing cells, antagonist mode, reporter read-out. inhibition, % at 4.98 µM. hit rate 0.26% among 220,000; in the data active = inhibition above about 29%;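 also: 0% = wells stimulated with agonist and 100% = vehicle wells without agonist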
# Numbers without * were called inactive; . = no result given; & = joins results of further samples; [ ] = another dose, or the depositor's remark.
SMILES,S1P4 agonist,BaF3 tox,Wee1 stabilizer,NPY-Y2 PAM-ag,MDM2 E3 inh,Ba/F3 V617F tox,PERK inhibitor,eIF4E-4G inh,S1P4 antagonist
CCN(CC)C(=O)CSc1nc2ncc(Br)cc2[nH]1,-3.9,1,0,8,-23,-7,-0.8,1[fluorescence artefact?],-6
O=C(OC(C(=O)NCc1ccc2c(c1)OCO2)c1ccc(Cl)cc1)c1ccco1 (centres undefined),0.9,3,-1,-1,-20,0,-0.3,-6,2
COc1ccc(NC(=O)c2cncc(Br)c2)cc1S(N)(=O)=O,-1.4,7,-2,13,2,0,1.3,0,-10
CCOC(=O)c1c(C)oc2c1cc(O)c1ccccc12,-0.6,-2,-2,7,-13,-1,-0.5,-3,9
O=C1c2ccccc2C(=O)N1c1nc2nccc(-c3ccccc3)n2n1,-3.5,1,0,-9,-8,-3,0.5,-4,-10
O=C(NC(=S)N1CCN(Cc2ccccc2)CC1)c1ccco1,1.9,3,-1,9,-2,-1,0.5,-2,-6
c1cncc(CNc2nc(N3CCOCC3)nc(N3CCOCC3)n2)c1,3.0,5,0,-5,-7,2,-1.4,-5,10
COc1ccc(-c2cc(C(F)(F)F)nc(SCC(=O)Nc3ccc4c(c3)OCO4)n2)cc1,-1.6,3,-4,7,-9,-1,1.6,-3,-13
COc1ccc(C(c2oc(CO)cc(=O)c2O)c2oc(CO)cc(=O)c2O)cc1,-0.6,11,7,-12,-19,2,0.6,-6,-20
CNc1nc(C)nc(-c2ccccc2O)n1,2.9,1,-4,-16,-22,-1,1.5,2,-9
Cc1cc(C)nc(NS(=O)(=O)c2ccc(CC(C)C)cc2)c1,0.6,-3,2,-15,-6,4,0.4,5,-6
CC(C)OC(=O)/C(C#N)=C\c1cccnc1,-1.2,7,4,-14,-3,1,0.7,0,-8
CC(=O)NC(c1ccccc1)c1cc([N+](=O)[O-])c2cccnc2c1O (centres undefined),0.8,10,1,-5,2,3,0.3,-1,-10
O=C(CN1CCCCCC1)NCCN1C(=O)S/C(=C\c2ccccc2Cl)C1=O,0.2,4,1,2,-28,-2,0.2,4,4
CCOC(=O)c1cc2c(=O)n3ccccc3nc2n(Cc2ccco2)c1=NC(=O)c1ccc(OC)cc1OC,0.9,9,0,-17,20,9,0.4,7,-13
O=S(=O)(NC1CCCCC1)c1ccc(-c2csnn2)s1,-1.6,2,3,-2,-16,-4,0.3,-1,-15
COC(=O)c1cc(NC(=O)c2ccc(OC)cc2)c(=O)oc1C,0.0,5,0,9,10,2,0.5,-5,3
COc1ccc(NC(=O)N2CCCC(c3nc(-c4ccc(F)cc4)no3)C2)cc1 (centres undefined),1.3,2,2,-4,-17,2,0.8,2,-10
Cc1[nH][nH]c(=O)c1C=Nc1ccc(C(F)(F)F)cc1,-0.1,4,2,-5,-16,3,0.6,-3,-7
Cn1c(CCNC(=O)OC(C)(C)C)n[nH]c1=S,0.8,3,0,-5,-37,4,-0.1,2,-4
Cn1c(=O)c2c(nc(N3CCN(Cc4ccccc4)CC3)n2CC(=O)c2ccccc2)n(C)c1=O,-0.6,6,1,-5,.,1,-1.2,.,-28
Cc1nonc1NC(=O)N1CCCC1,-1.4,3,2,5,-20,-3,0.5,0,-16
CC1Nc2ccccc2C(=O)N1NS(=O)(=O)c1ccccc1 (centres undefined),-0.7,4,-1,1,-2,1,1.2,0,-13
CCCC/C(C)=N/NC(=O)NC1CCCCC1,0.7,7,-1,-8,-5,-1,0.8,0,-3
CS(=O)(=O)N1CCN(c2ccc([N+](=O)[O-])c(NCc3ccccc3)c2)CC1,1.0,6,2,1,-10,0,0.7,-7,8
SMILES,S1P4 agonist,BaF3 tox,Wee1 stabilizer,NPY-Y2 PAM-ag,MDM2 E3 inh,Ba/F3 V617F tox,PERK inhibitor,eIF4E-4G inh,S1P4 antagonist
Cc1ccccc1CN(c1ccc(C(=O)N2CCc3ccccc3C2)cc1)S(C)(=O)=O,-0.2,4,-2,-30,10,0,-1.0,-9,-4
Cc1sc2nc(SCC(=O)Nc3ccc(S(=O)(=O)NCCCC(=O)O)cc3)[nH]c(=O)c2c1C,-1.0,1,-2,-3,-4,2,0.0,-2,5
CC(=O)Nc1ccc(S(=O)(=O)N(C)CC(=O)OCC(=O)c2cc(C)n(-c3ccc4c(c3)OCO4)c2C)cc1,2.7,3,1,9,-4,-6,1.0,0,-7
O=C(N/N=C/c1cccs1)c1ccccn1,-3.3,7,-3,5,-12,7,-0.3,-6,1
O=[n+]1cc(-c2ccc(Cl)cc2)n([O-])c2c1CCCCC2,-1.3,3,-1,2,-3,-4,0.2,2,8
COC(=O)/C(C#N)=C/c1c(Oc2cc(C)cc(C)c2)nc2ccccn2c1=O,2.9,1,1,-4,-3,1,0.9,0,10
O=C(/C=C/c1cccc([N+](=O)[O-])c1)Nn1c(-c2ccccc2F)nc2ccccc2c1=O,0.1,8,1,-19,-7,-2,-0.2,-4[fluorescence artefact?],4
c1ccc(Oc2cccc(OCCCCN3CCCC3)c2)cc1,0.1,10,2,-15,-13,3,0.6,-4,-10
CCC[N+](C)(C)C(C)C(OC(C)=O)c1ccccc1 (centres undefined),-0.1,-1,-2,1,2,1,1.1,3,3
Cc1cccc(OCCCC(=O)NC(C)c2ccccc2)c1 (centres undefined),-0.7,7,0,-7,-20,4,-1.7,3,-10
O=C(OCCN1CCCCC1)C1(c2ccccc2)CCCC1,-1.4,6,-3,-8,5,-1,0.4,2,15
O=C(NCC1CCCO1)c1cccc(S(=O)(=O)NCc2ccccc2)c1 (centres undefined),0.6,6,4,-1,6,3,0.4,0,-1
CCOC(=O)Cn1cnc(-c2ccc([N+](=O)[O-])cc2)c1,0.4,5,2,10,-3,-2,1.0,10,-3
CCCCNC(=O)CN1C(=O)NC2NC(=O)NC21 (centres undefined),-3.8,6,-2,-17,0,-2,1.7,1,-10
O=C(O)CCSc1nnc(-c2ccccc2)n1-c1ccccc1,-0.9,6,0,-5,-3,0,1.4,-2,1
CCOC(=O)C1CCCN(C(=O)COc2ccc(S(=O)(=O)N(CC)c3ccccc3)cc2)C1 (centres undefined),0.2,5,-1,-7,-16,-2,0.3,-1,10
OC(COc1ccccc1CNCc1cccnc1)CN1CCc2ccccc2C1 (centres undefined),-1.8,-2,-2,-10,-11,-1,1.4,-2,11
COc1ccc(CNc2nc3c(c(=O)[nH]c(=O)n3C)n2CCCc2ccccc2)cc1,-1.9,-2,1,16,-4,-5,-0.5,-15,6
C=CCn1c(P(C)(=O)O)nc2ccccc21,0.6&0.7,3&-2,0&0,-6&1,3&-9,-1&4,1.4&0.7,0&9,-1&0
CN(C)CCCNc1nc(-c2ccccc2)c2c(c1C#N)CC(C)(C)OC2,-0.3,-1,-2,-32,3,-1,-2.0,-2,0
CC(C)(C)c1cnnn1-c1ccc(-c2csc(N)n2)cc1,3.2,-2,0,5,-6,-1,-0.1,1,-6
Cc1cc(C(=O)NNC(=S)NC(C)c2ccccc2)c2ccccc2n1 (centres undefined),0.5,2,1,-18,-7,-3,0.8,8,-2
O=C1C(=O)N(CCN2CCOCC2)C(c2cccnc2)/C1=C(/O)c1ccccc1 (centres undefined),1.3,2,-2,16,-8,-4,0.6,4,-18
CN1CCN(CC(=O)Nc2nc3c(s2)CCCC3)CC1,0.1,2,-4,-7,-11,-4,0.8,-7,-5
Cc1cccc2cc3cccc(C)c3nc12,0.6,1,1,-16,-12,-1,0.5,3,9
SMILES,S1P4 agonist,BaF3 tox,Wee1 stabilizer,NPY-Y2 PAM-ag,MDM2 E3 inh,Ba/F3 V617F tox,PERK inhibitor,eIF4E-4G inh,S1P4 antagonist
Cc1ccc(-c2nnc(-c3ccc(NC(=O)c4cccs4)cc3)o2)cc1,2.7,4,-1,-4,-2,-1,1.7,-2[fluorescence artefact?],5
O=S(=O)(/N=C(/c1ccc(Cl)cc1)N1CCOCC1)c1ccc(Cl)cc1,1.3,10,2,3,-8,0,0.1,-3,-7
Cc1ccc(-n2nnc(-c3nccs3)n2)cc1,-0.7,2,-3,-12,.,1,0.4,-1,4
Cn1c(C(=O)OC(C(=O)NCc2ccco2)c2ccncc2)cc2sccc21 (centres undefined),6.2,3,1,14,4,-2,-1.8,10,-2
CCOc1ccc(-n2nnnc2SCC(=O)N2CCOCC2)cc1,1.6,2,-1,0,3,-3,0.1,-2,-13
OC(CNCCNc1ncccc1C(F)(F)F)Cn1ccc2ccccc21 (centres undefined),0.0,-1,-2,-21,2,-3,1.1,-7,6
O=C(O)c1ccccc1C(=O)OCc1ccccc1,1.1,7,0,-9,-22,2,1.1,3[fluorescence artefact?],-7
Nc1cc(-c2ccc(Br)cc2)nc2cc(-c3ccccc3)nn12,0.0,6,4,-3,18,3,1.1,-2,9
COc1ccccc1NC(=S)N(CCc1nc2cc(C)c(C)cc2[nH]1)Cc1cccnc1,-1.1,9,3,-9,-11,0,0.2,4,3
CCCCc1nnc(NC(=O)CSc2nc(C)cc(=O)[nH]2)s1,2.4,1,-2,3,-11,-3,1.4,-2,6
CSc1c(SCc2ccccc2)cnn(Cc2ccccc2)c1=O,1.1,9,1,-5,-4,3,0.3,-2,-20
